Screening results from PubChem BioAssay.
Anesthetic bind: candidate novel general anesthetic via apoferritin binding; apoferritin/1-aminoanthracene competitive binding, fluorescence; Potency, µM (top dose mostly 77.5 µM), for inactives: at the top dose activity change, negative = displacement, usual class: inhibitors; 350,000 tested, 0.074% active; AID 485281; P02791; note: potency is the fitted concentration of half-maximal effect; % is set by controls: 0 for no effect and ±100 for the full control effect; nearly all actives have a fitted effect of over 20% in size
Target sequence (P02791 2-175 limits assumed): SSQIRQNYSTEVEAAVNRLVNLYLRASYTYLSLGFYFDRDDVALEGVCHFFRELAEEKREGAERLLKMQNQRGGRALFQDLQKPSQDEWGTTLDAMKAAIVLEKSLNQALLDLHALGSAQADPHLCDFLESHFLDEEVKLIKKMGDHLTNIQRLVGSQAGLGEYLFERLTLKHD
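In PBS, apoferritin at 10 uM is loaded with 1-AMA from a 50% saturated solution. After 10 min of compound exposure at ambient temperature, reduced 535 nm fluorescence indicates probe displacement.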
D2 PAM: positive allosteric modulators of human D2 dopamine receptor; P14416; HEK293 T-REx D2, calcium flux, EC20 dopamine potentiation; potentiation, % at 10 µM; 340,000 tested, 0.34% active; AID 485347;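 active = potentiation over 3 SD above the plate norm, cut at about 30% in these data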; note: 0% is about no effect
Target sequence (P14416 whole entry, looked up): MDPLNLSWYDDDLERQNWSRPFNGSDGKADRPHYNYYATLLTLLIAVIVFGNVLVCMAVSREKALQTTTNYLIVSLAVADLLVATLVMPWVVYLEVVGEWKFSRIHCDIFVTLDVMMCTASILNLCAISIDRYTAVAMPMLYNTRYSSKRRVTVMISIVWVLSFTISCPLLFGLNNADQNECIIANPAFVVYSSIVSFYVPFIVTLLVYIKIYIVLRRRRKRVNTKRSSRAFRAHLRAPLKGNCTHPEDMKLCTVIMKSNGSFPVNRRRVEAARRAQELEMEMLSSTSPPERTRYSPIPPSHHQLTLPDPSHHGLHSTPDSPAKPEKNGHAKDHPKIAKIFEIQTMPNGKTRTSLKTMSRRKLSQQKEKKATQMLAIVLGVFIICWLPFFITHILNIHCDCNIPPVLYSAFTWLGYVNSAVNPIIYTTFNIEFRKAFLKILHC
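Potentiation of an EC20 dopamine calcium response is measured in a force-coupled, tetracycline-inducible Hek293 Trex D2 line. Compound-only kinetic reads over 180 s flag agonists before dopamine addition.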
D1 potentiator: enhances dopamine response at the human D1 receptor; P21728; HEK293 TREx D1 cells, calcium flux, dopamine EC20 potentiation; potentiation, % at 10 µM; 360,000 tested, 0.036% active; AID 504651; in the data active = potentiation above about 30%; note: 0% is about no effect
TRHR enhancer: allosterically enhances the human TRH receptor. P34981. TRHR cells, fluo-8 calcium fluorescence, EC20 TRH enhancement. enhancement, % at 2 µM. 360,000 tested, 0.66% active. AID 493056; in the data active = enhancement above about 30%; note: 0% is about no effect
Target sequence (P34981 whole entry, looked up): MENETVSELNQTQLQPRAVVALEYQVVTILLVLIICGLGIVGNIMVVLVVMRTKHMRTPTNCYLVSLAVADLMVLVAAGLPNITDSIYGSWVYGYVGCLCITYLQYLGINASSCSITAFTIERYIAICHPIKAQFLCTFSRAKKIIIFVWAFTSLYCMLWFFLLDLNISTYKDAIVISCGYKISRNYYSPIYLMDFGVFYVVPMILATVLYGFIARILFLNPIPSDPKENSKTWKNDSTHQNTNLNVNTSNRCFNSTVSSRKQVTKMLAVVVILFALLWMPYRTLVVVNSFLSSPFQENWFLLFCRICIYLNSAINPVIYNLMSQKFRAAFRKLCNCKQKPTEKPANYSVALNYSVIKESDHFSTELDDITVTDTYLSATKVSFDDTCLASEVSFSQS
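TRHR-expressing cells loaded with fluo-8 calcium dye were read kinetically (ex 480/em 530) during compound addition, then stimulated with an EC20 of TRH (10 nM final). Enhancement of the Gq-mediated intracellular calcium response was scored.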
D1 antagonist: blocks dopamine activation of the human D1 receptor; P21728; HEK293 TREx D1 cells, calcium flux, dopamine EC80; hits give low values; activity change, negative = inhibition, % at 10 µM; 360,000 tested, 3.2% active; AID 504652; in the data active = activity change below about -30%; note: % is set by controls: 0 for no effect and ±100 for the full control effect
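Inducible Hek293 Trex D1 cells (tetracycline, overnight, 30 C). Calcium dye 30–90 min RT. Antagonist mode: EC80 dopamine added after 180 s compound read.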
RXFP1 agonist: agonists of human relaxin receptor RXFP1. 370,000 tested, 0.3% active. Potency, µM (doses to about 57.5 µM), for the others: top-dose activation, hits mostly activators. AID 2676. HEK293T-RXFP1 cAMP TR-FRET, 30 min; response scale: percent of porcine relaxin response, buffer zero. Q9HBX9; note: potency is the fitted concentration of half-maximal effect; % is set by controls: 0 for no effect and ±100 for the full control effect; nearly all actives have a fitted effect of over 60% in size; many of its hits are not listed in these tables
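cAMP rise read by TR-FRET after 30 min, 37C compound exposure (up to 58 uM) in RXFP1-transfected HEK293 cells with Ro 20174 present. EC50 from Hill-equation fits, with 29 nM porcine relaxin as 100% and buffer as basal.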
TRHR agonist: TRH receptor (human) agonism. AID 493084. TRHR cells, calcium flux fluo-8, FDSS agonist mode. activation, % at 2 µM. 360,000 tested, 0.18% active; in the data active = activation above about 30%; note: 0% is about no effect
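Agonist-mode FDSS calcium read (Ex 480/Em 530, 1 s cycles) in 1536-well TRHR cells with fluo-8 dye, after 10-cycle baseline and 23 nL compound addition; TRH at EC20 (10 nM final) added afterwards for the enhancer phase.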
D1 ag: activates the human D1 dopamine receptor; P21728; HEK293 T-REx D1 cells, calcium flux, agonist mode; activation, % at 2 µM; 360,000 tested, 1% active; AID 504660; in the data active = activation above about 30%; note: 0% is about no effect
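Tetracycline-induced HEK293 TREx D1 cells, force-coupled to calcium signalling, were dye-loaded with a no-wash calcium kit. Compound was pin-added after a 10 s baseline. Fluorescence was read kinetically at 1 cycle/s for 180 s, with calcium rises flagged as agonism.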
RXFP1 antagonist: RXFP1 (human) relaxin receptor antagonism | activity change, negative = inhibition, % at 57.5 µM | Q9HBX9 | AID 1259400 | 350,000 tested, 0.59% active | HEK293-RXFP1, relaxin-stimulated cAMP HTRF, 30 min; hits give low values;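 active = activity change of -60% or lower, but not beyond a set lower limit; inconclusive = change between -60% and -40%, or beyond the set limit; inactive = change above -40%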; note: % is set by controls: 0 for no effect and ±100 for the full control effect
Numbers without * were called inactive; ? = inconclusive; . = not tested or not shown; [ ] = dose if it differs, or a comment. Unless noted, calls come from the whole dose curve; as a rule, active = well fitted curve in the direction sought with a large enough effect; inconclusive = small, poorly fitted or top-dose-only effect, or another doubt; inactive = no such curve, though single readings can be large; an effect the other way counts as inactive or inconclusive. Not all compounds are listed; rates above refer to the full screens.

[1] Cc1ccc(S(=O)(=O)NCCN=Cc2ccc(N(C)C)cc2)cc1
[2] COc1ccc(N2CCN(S(=O)(=O)c3ccc(-c4ccno4)cc3OC)CC2)cc1
[3] CC1(OC(=O)C2CCCC2)C(=O)C=C2C=C(c3ccsc3)N(C3CCCC3)C=C2C1=O (stereo unspecified)
[4] O=c1c(-c2ccccc2)c(-c2ccccc2)oc2cc(O)cc(O)c12
[5] COc1ccc(C(=O)N(Cc2nc(-c3ccc(C)cc3)no2)C2CCCCC2)cc1OC
[6] COC(=O)CSc1nnc(COc2cccc3ccccc23)o1
[7] COc1ccccc1C(=O)Nc1ccc2c(c1)nc(CCNC(C)=O)n2C
[8] OC(COCc1ccc(Cl)cc1)CN1CCCCC1 (stereo unspecified)

assay / compound	1	2	3	4	5	6	7	8
Anesthetic bind	-19%	0%	0%	-21%	-4%	?	4%	-4%
D2 PAM	12	16	-3	6	17	13	-5	5
D1 potentiator	4	-3	0	-1	-3	1	-2	2
TRHR enhancer	-33	6	1	-10	-11	1	-4	-1
D1 antagonist	-20	-20	-27	53	-8	-15	7	1
RXFP1 agonist	0.1%	-1.2%	-2.8%	-3.1%	0.1%	-0.4%	1.0%	-2.0%
TRHR agonist	0.6	-0.4	-0.8	-2.8	0.8	-0.1	-0.9	0.6
D1 ag	1	3	3	40*	3	5	4	3
RXFP1 antagonist	-2	7	.	?	-14	-8	5	9

Single records (already shown).
Listed for CC1(OC(=O)C2CCCC2)C(=O)C=C2C=C(c3ccsc3)N(C3CCCC3)C=C2C1=O (stereo unspecified) = Anesthetic bind = 0%; D2 PAM = -3; D1 potentiator = 0; TRHR enhancer = 1; D1 antagonist = -27; RXFP1 agonist = -2.8%; TRHR agonist = -0.8; D1 ag = 3; RXFP1 antagonist = .
Listed for OC(COCc1ccc(Cl)cc1)CN1CCCCC1 (stereo unspecified) = Anesthetic bind = -4%; D2 PAM = 5; D1 potentiator = 2; TRHR enhancer = -1; D1 antagonist = 1; RXFP1 agonist = -2.0%; TRHR agonist = 0.6; D1 ag = 3; RXFP1 antagonist = 9

(next part)
[9] COc1cc(NS(=O)(=O)c2cccc3nsnc23)cc(OC)c1
[10] Cc1cccc(C)c1NC(=O)Cn1nnnc1N
[11] CC(=O)c1ccc(NC(=O)COC(=O)C2C3CC4OC(=O)C2C4C3)cc1 (stereo unspecified)
[12] C=CCOc1ccc(/C=C/C(=O)OCC(=O)NCC(=O)Nc2c(C)cc(C)cc2C)cc1
[13] CN(Cc1nc(-c2ccccn2)no1)S(=O)(=O)c1ccc(Cl)cc1
[14] CCCOC(=O)c1ccc(NC(=O)CCC(=O)OCC)cc1
[15] O=C(Nc1ccc(OC(F)F)c(Cl)c1)c1cccc(OC(F)F)c1
[16] CCc1nc2oc3ccccc3c(=O)c2c(=O)n1CCOC

assay / compound	9	10	11	12	13	14	15	16
Anesthetic bind	?	-2%	-2%	.	-2%	-13%	-12%	6%
D2 PAM	-1	-17	5	22	2	-7	0	6
D1 potentiator	-4	-1	-3	-2	-4	-7	-8	3
TRHR enhancer	2	-2	-3	5	3	-5	-4	10
D1 antagonist	-5	-11	-14	8	-22	-3	-11	-5
RXFP1 agonist	-0.4%	-0.7%	-0.7%	-1.4%	2.6%	-0.1%	0.4%	6.7%
TRHR agonist	-0.7	-0.6	1.5	-0.4	-1.8	-1.4	-1.1	-0.8
D1 ag	3	3	5	5	3	3	13	0
RXFP1 antagonist	20	-3	-8	-7	13	-1	-21	-2

[17] Cc1ccc2[nH]c(=O)c3cc(C(=O)NCCN4CCN(C)CC4)sc3c2c1
[18] COc1ccc(-c2noc(CN(C(=O)c3cccs3)C(C)C)n2)cc1
[19] CSc1ccc(CNC2CC2)cc1
[20] Cc1ccc2nc(N3CCCCC3)c(C=O)c(=O)n2c1
[21] CCc1cc(-c2n[nH]c(=S)n2Cc2ccccc2)cs1
[22] CCn1c(=NC(=O)CSC(C)=O)sc2cc(F)ccc21
[23] Cc1ccc(C(=O)N(Cc2ccc(N(C)C)cc2)CC2CCCO2)cc1 (stereo unspecified)
[24] CC1CN(c2oc(Cc3cccc4ccccc34)nc2C#N)CC(C)O1 (stereo unspecified)

assay / compound	17	18	19	20	21	22	23	24
Anesthetic bind	0%	?	-7%	-17%	?	-17%	-5%	-1%
D2 PAM	-4	8	6	1	0	-8	-6	11
D1 potentiator	2	-1	-3	-1	-7	3	1	-3
TRHR enhancer	-2	-3	19	-3	0	2	0	-13
D1 antagonist	12	-4	-1	-21	13	4	-15	-6
RXFP1 agonist	9.6%	2.8%	-0.6%	1.1%	1.0%	1.6%	0.9%	2.5%
TRHR agonist	0.1	-0.2	0.9	-0.5	-0.5	0.0	-0.8	-1.5
D1 ag	1	37*	0	0	-1	1	-2	6
RXFP1 antagonist	-8	-16	16	.	-17	?	1	-10

[25] COc1ccc(-c2c(C)n([O-])c3c([n+]2=O)CCCCC3)cc1
[26] Cc1cc(C)n(-c2ccc(C(=O)Nc3cc(C(F)(F)F)ccc3N3CCOCC3)cc2)n1
[27] Cc1ccc(Nc2nc(CSc3n[nH]c(N)n3)cs2)cc1
[28] CC(=O)c1ccccc1OCCOCCOCCOc1ccccc1C(C)=O
[29] CCOC(=O)c1c(-c2ccc(C)cc2)csc1NC(=O)CCN1CC(C)OC(C)C1 (stereo unspecified)
[30] COc1ccc(-c2nnc(NC(=O)c3ccccc3[N+](=O)[O-])s2)c(OC)c1
[31] COc1ccc(-c2cn3nc(N4CCC(C(=O)NCc5cccc(Cl)c5)CC4)sc3n2)cc1
[32] Cc1nc2cc(CO)ccc2s1

assay / compound	25	26	27	28	29	30	31	32
Anesthetic bind	-4%	-11%	-12%	-6%	2%	-10%	-7%	-19%
D2 PAM	-12	14	11	13	-8	12	1	3
D1 potentiator	-3	0	-4	1	2	-5	0	-9
TRHR enhancer	-3	0	-4	-6	0	-2	5	1
D1 antagonist	2	-12	-1	31	-14	-8	30	-18
RXFP1 agonist	1.1%	-2.1%	3.3%	0.2%	-1.8%	5.6%	1.0%	1.2%
TRHR agonist	1.4	-0.2	0.8	0.1	-0.4	0.1	0.1	0.2
D1 ag	10	0	1	1	8	5	3	3
RXFP1 antagonist	3	-2	-3	1	-12	-1	-16	-14

[33] COc1ccc(NC(=O)CCS(=O)(=O)c2cc3c(cc2Cl)NC(=O)CO3)cc1OC
[34] COc1cc(/C=C(\C#N)c2nc3ccccc3[nH]2)ccc1OCc1ccccc1F
[35] O/N=C(\CN1CCCCC1)c1ccccc1
[36] Cc1ccc(O)c(-c2cc(C(F)(F)F)[nH]n2)c1
[37] CC(=O)Nc1ccc(NC(=O)C2C3C=CC(C3)C2C(=O)O)cc1 (stereo unspecified)
[38] CC1=C(C(=O)Nc2ccccc2)C(c2sccc2C)n2nnnc2N1 (stereo unspecified)
[39] CCn1c(SCC(=O)Nc2ccc(C)cc2)nc2sc3c(c2c1=O)CCN(C)C3
[40] CCCN1CCN(C(=S)Nc2ccccc2C(F)(F)F)CC1

assay / compound	33	34	35	36	37	38	39	40
Anesthetic bind	-2%	196%[activator]	4%	?	-7%	-5%	?	23%
D2 PAM	6	7	-14	-3	4	17	4	-3
D1 potentiator	2	-2	4	-8	2	-3	-3	3
TRHR enhancer	-13	-8	2	-1	2	-1	0	3
D1 antagonist	4	-14	-16	-18	-1	7	-5	8
RXFP1 agonist	0.2%	5.6%	2.4%	0.4%	1.2%	0.0%	15%	-1.0%
TRHR agonist	0.9	-0.3	0.8	1.3	0.5	-1.4	0.3	0.6
D1 ag	1	1	5	2	5	5	1	2
RXFP1 antagonist	31	.	-2	0	4	.	5	10

An excerpt of these results, with values under each structure:
The line under a structure holds: Anesthetic bind	D2 PAM	D1 potentiator	TRHR enhancer	D1 antagonist	RXFP1 agonist	TRHR agonist	D1 ag	RXFP1 antagonist
(39) CCn1c(SCC(=O)Nc2ccc(C)cc2)nc2sc3c(c2c1=O)CCN(C)C3
  ?	4	-3	0	-5	15%	0.3	1	5
(40) CCCN1CCN(C(=S)Nc2ccccc2C(F)(F)F)CC1
  23%	-3	3	3	8	-1.0%	0.6	2	10

The results go on:
[41] COC(=O)CCC(=O)Nc1ccc(Cl)c(Cl)c1
[42] CCOC(=O)CCSc1nc2c(c(C(F)(F)F)c1C#N)CCC2
[43] CCOC(=O)c1cc(-c2ccccc2)n(CC(=O)Nc2cc(OC)cc(OC)c2)c1C
[44] CCN(CC)S(=O)(=O)c1ccc(OCC(=O)NCc2ccco2)cc1
[45] O=C(NC1CC2CCC(C1)N2C(=O)NC1CCCCC1)NC12CC3CC(CC(C3)C1)C2 (stereo unspecified)
[46] C/C=C/c1ccc(OCCSc2nc(C)cc(=O)[nH]2)c(OC)c1
[47] Cc1cccc(C)c1NC(=O)NCCc1c[nH]c2ccccc12
[48] Cc1nc2ccccn2c1/C(O)=C1\C(=O)C(=O)N(CCN(C)C)C1c1cccnc1 (stereo unspecified)

assay / compound	41	42	43	44	45	46	47	48
Anesthetic bind	?	-14%	-1%	-17%	-9%	-13%	-12%	-15%
D2 PAM	-10	5	3	5	3	-6	7	10
D1 potentiator	-7	4	13	-7	3	0	-3	8
TRHR enhancer	-7	-4	1	7	-8	6	3	3
D1 antagonist	-25	-38*	-2	24	-26	-3	1	10
RXFP1 agonist	0.5%	1.3%	0.9%	2.2%	0.0%	2.7%	-1.2%	3.2%
TRHR agonist	-0.1	-0.3	0.6	-2.4	0.1	0.0	0.4	0.5
D1 ag	6	-1	5	2	2	0	4	2
RXFP1 antagonist	1	-1	-9	-10	-7	-23	8	-9
